Screening data deposited in PubChem by National Center for Advancing Translational Sciences (NCATS).
RXFP1 antag – RXFP1 (human) relaxin receptor antagonism | activity change, negative = inhibition, % at 57.5 µM | Q9HBX9 | 0.59% of 350,000 active | HEK293-RXFP1, relaxin-stimulated cAMP HTRF, 30 min; hits give low values;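 active = activity change of -60% or lower, but not beyond a set lower limit; inconclusive = change between -60% and -40%, or beyond the set limit; inactive = change above -40%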; also: % is scaled to controls: 0 for no effect and ±100 for the full control effect
Vif-A3F inh – inhibitors of Vif-A3F interaction. Potency, µM (series often up to 46.1 µM), without a hit: at the highest dose activity, negative = active. HeLa A3F-eYFP + Vif (tagged APOBEC3F with the HIV-1 protein that degrades it), YFP fluorescence increase. 0.2% of 390,000 active; also: potency is read from the fitted curve at half-maximal effect; % of control where 0% means no effect; nearly all actives have a fitted effect of over 65% in size
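Fluorescence increase (Ex 488/Em 500-530) after overnight compound treatment at 37 deg C flags inhibition of Vif-driven A3F-eYFP loss in stable HeLa A3F-eYFP/Vif cells seeded overnight beforehand.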
D1 potentiator – potentiators of human D1 dopamine receptor. 0.036% of 360,000 active. HEK293 TREx D1 cells, calcium flux, dopamine EC20 potentiation. potentiation, % at 10 µM. P21728; in the data active = potentiation above about 30%; also: 0% is about no effect
Target sequence (P21728 whole entry, looked up): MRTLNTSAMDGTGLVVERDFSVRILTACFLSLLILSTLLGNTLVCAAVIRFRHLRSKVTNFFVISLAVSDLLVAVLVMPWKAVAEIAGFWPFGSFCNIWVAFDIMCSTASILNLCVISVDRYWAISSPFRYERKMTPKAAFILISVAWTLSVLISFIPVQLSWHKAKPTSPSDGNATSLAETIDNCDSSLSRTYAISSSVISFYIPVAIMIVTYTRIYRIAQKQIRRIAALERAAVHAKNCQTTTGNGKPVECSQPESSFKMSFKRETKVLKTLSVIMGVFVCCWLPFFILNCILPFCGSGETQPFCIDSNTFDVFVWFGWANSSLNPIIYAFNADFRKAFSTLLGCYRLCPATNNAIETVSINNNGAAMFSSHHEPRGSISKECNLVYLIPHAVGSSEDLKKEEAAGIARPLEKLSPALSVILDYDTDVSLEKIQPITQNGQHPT
D1 antag – antagonists of human D1 dopamine receptor; 3.2% of 360,000 active; P21728; activity change, negative = inhibition, % at 10 µM; HEK293 TREx D1 cells, calcium flux, dopamine EC80; hits give low values; in the data active = activity change below about -30%; also: % is scaled to controls: 0 for no effect and ±100 for the full control effect
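Tetracycline-induced HEK293 Trex D1 cells, force-coupled to calcium, dye-loaded; compounds added and read 180 s, then EC80 dopamine added and calcium flux tracked kinetically another 180 s.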
D1 ag – agonists of human D1 dopamine receptor; P21728; HEK293 T-REx D1 cells, calcium flux, agonist mode; activation, % at 2 µM; 1% of 360,000 active; in the data active = activation above about 30%; also: 0% is about no effect
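Agonism was scored from calcium flux recorded over 180 s (1 read/s) after pintool compound addition, following a 10-cycle baseline. Cells were inducible force-coupled HEK293 TREx D1, plated overnight at 30 C and loaded with no-wash calcium dye.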
Vif-APOBEC3G blk – inhibitors of Vif-APOBEC3G interaction; Q9HC16; HeLa A3G-eYFP + Vif (tagged APOBEC3G with the HIV-1 protein that degrades it), YFP fluorescence, overnight; Potency, µM (highest dose often 46.1 µM), for inactives: at the highest dose activity, negative = active, usual class: inhibitors; 0.076% of 410,000 active;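 also: potency is read from the fitted curve at half-maximal effect; % is scaled to controls: 0 for no effect and ±100 for the full control effect; nearly all actives have a fitted effect of over 60% in size; hits raise eYFP signal because A3G escapes Vif-driven loss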
Target sequence (Q9HC16 whole entry, looked up): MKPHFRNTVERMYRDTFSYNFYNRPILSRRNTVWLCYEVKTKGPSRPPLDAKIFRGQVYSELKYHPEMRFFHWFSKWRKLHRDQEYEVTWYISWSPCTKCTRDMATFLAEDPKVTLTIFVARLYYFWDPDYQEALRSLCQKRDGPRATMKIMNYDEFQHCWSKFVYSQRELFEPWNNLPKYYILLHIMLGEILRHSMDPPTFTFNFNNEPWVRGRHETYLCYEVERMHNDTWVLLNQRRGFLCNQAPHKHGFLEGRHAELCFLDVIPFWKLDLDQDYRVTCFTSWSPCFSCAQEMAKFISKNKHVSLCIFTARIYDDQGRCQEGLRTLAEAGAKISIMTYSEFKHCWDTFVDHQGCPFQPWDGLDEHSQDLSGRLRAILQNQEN
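HeLa cells stably expressing Vif and C-terminally eYFP-tagged A3G, seeded overnight at 37 deg C, then exposed to compound by pintool overnight at 37 deg C. Rise in yellow fluorescence (Ex 488/Em 500-530, Acumen) marks blocked Vif-driven A3G degradation.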
D2 PAM – D2 dopamine receptor (human) potentiation | P14416 | HEK293 T-REx D2, calcium flux, EC20 dopamine potentiation | potentiation, % at 10 µM | 0.34% of 340,000 active | AID 485347;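 active = potentiation over 3 SD above the plate norm, cut at about 30% in these data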; also: 0% is about no effect
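Tetracycline-induced HEK293 T-REx cells force-coupled to calcium signalling expressed D2; compounds were pin-added after a 10 s baseline, read kinetically 180 s, then an EC20 dopamine challenge followed with a further 180 s calcium read.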
RXFP1 agonist – activates the human relaxin receptor RXFP1. 0.3% of 370,000 active. AID 2676. Potency, µM (highest dose often 57.5 µM), inactives show at the highest dose activation, actives largely listed as activators. Q9HBX9. HEK293T-RXFP1 cAMP TR-FRET, 30 min; response scale: percent of porcine relaxin response, buffer zero; also: potency is read from the fitted curve at half-maximal effect; % is scaled to controls: 0 for no effect and ±100 for the full control effect; nearly all actives have a fitted effect of over 60% in size; many of its hits are not listed in these tables
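cAMP rise read by TR-FRET after 30 min, 37C compound exposure (up to 58 uM) in RXFP1-transfected HEK293 cells with Ro 20174 present. EC50 from Hill-equation fits, with 29 nM porcine relaxin as 100% and buffer as basal.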
GRP78 ERSR act – inducers of ER stress response in human glioma cells; U87-MG GRP78 promoter luciferase reporter, 16 h; Potency, µM, for the others: at the highest dose activation, usual class: activators; 0.02% of 420,000 active; also: potency is read from the fitted curve at half-maximal effect; series mostly up to about 76 µM; % of control where 0% means no effect; nearly all actives have a fitted effect of over 35% in size
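ERSR induction read as luciferase luminescence (Bright-Glo, 10 min at room temperature) in stably transfected human U87-MG glioma cells exposed to compounds for 16 h, using GRP78 as sensor.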
The depositor's hits bear a star; u = inconclusive; x = no result given; & = joins results of further samples. Unless noted, calls follow the shape of the dose curve; as a rule, active = well fitted curve in the direction sought with a large enough effect; inconclusive = small, poorly fitted or top-dose-only effect, or another doubt; inactive = no such curve, though single readings can be large; an effect the other way counts as inactive or inconclusive. A portion of the library; rates above refer to the full screens.

SMILES	RXFP1 antag	Vif-A3F inh	D1 potentiator	D1 antag	D1 ag	Vif-APOBEC3G blk	D2 PAM	RXFP1 agonist	GRP78 ERSR act
CC(C)(C)OC(=O)N[C@@H](C(=O)OC(C)(C)C)c1ccc2c(c1)OCO2	x	-1%	1	-2	0	1%	6	-2.5%	-4%
COc1ccc(NS(=O)(=O)c2ccc(NC(=O)Cc3cccs3)cc2)cc1	12	1%	0	-19	30	0%	0	2.1%	0%
CC(C)(C)n1nnnc1CN1CCN(C(c2ccccc2)c2ccccc2)CC1	2	-1%	-4	11	2	-1%	x	-0.7%	-9%
Cc1ccc(C)c(N2CCN(CCCNC(=O)c3ccc4nc(N5CCC(C)CC5)sc4c3)CC2)c1	x	6%	0	27	5	-1%	-7	-0.5%	-4%
CC(C)(C)NC(=O)COC(=O)CNC(=O)c1cc(Cl)cc([N+](=O)[O-])c1	-1	-1%	-7	10	1	0%	-3	0.4%	5%
Cc1ccc(-c2ccc(=O)n(CC(=O)NCCCN3CCCCC3)n2)cc1	-5	-7%	-10	-7	5	0%	10	-4.0%	-1%
Cc1c(C(=O)NC(=S)NCC(C)C)oc2ccccc12	20	-8%	-4	1	2	-3%	x	0.3%	6%
Cc1ccc(C)c(CN2CCC(CNC(=O)Nc3ccc(C)c(C)c3)CC2)c1	-25	-3%	0	7	11	2%	-12	3.5%	-6%
Brc1ccc(-c2cn3ccccc3n2)cc1	-28	0%	-3	-19	2	-3%	-5	0.1%	-7%
O=S(=O)(NCCC1=CCCCC1)c1ccc(Br)cc1	-70*	-11%	-11	-30*	2	-9%	-4	-0.7%	-4%
COc1ccc(C)cc1S(=O)(=O)NC(C)C(=O)Nc1ccc2c(c1)OCO2 (centres undefined)	0	0%	-4	-8	0	-3%	-2	0.9%	10%
COc1cc(C(=O)NCCN2CCOCC2)cc(OC)c1OC	11	6%	-7	-21	1	-2%	-6	-0.5%	-1%
C=CCN=C1SCC(=O)N1S(=O)(=O)c1ccccc1	-11	1%	0	5	3	1%	12	1.2%	-2%
COc1ccccc1NC(=O)Nc1ccnn1C1CCN(C(=O)C2CCOC2)CC1 (centres undefined)	5	-6%	x	x	x	4%	x	x	-4%
O=C(Nc1ccc2c(c1)OCO2)C1CCN(C(=O)CSc2ncnc3ccccc23)CC1	-7	-10%	-7	-13	9	-6%	8	3.5%	2%
O=C(O)/C=C\c1cccc(-n2nnnc2SCc2ccccc2F)c1	-26	-14%	-7	5	1	0%	-5	2.8%	-4%
Cc1cccc(CNc2ncnc3ccc(-c4ccc5c(ccn5C)c4)cc23)c1	x	x	0	-11	0	x	x	3.8%	x
CCc1ccc(-n2c(=O)c3c4c(sc3n(CC(=O)N3CCCCC3CC)c2=O)CCC4)cc1 (centres undefined)	x	0%	2	19	-2	-7%	-1	6.3%	-2%
CCOC(=O)c1sc(NC(=S)NC(=O)CC(C)C)cc1C	-11	0%	-8	2	4	2%	-2	6.9%	0%
COc1cccc(C(=O)NC2CCCC2)c1	-29	3%	-2	1	0	-1%	0	0.7%	0%
CC(C)N(Cc1ccccc1)S(=O)(=O)c1ccc(-c2cc(C(F)(F)F)on2)s1	-30	-3%	-1	-9	20	5%	2	0.8%	-2%
COc1ccc(S(=O)(=O)N2CCC(C(=O)N[C@@H](C)C(=O)NCc3cccnc3)CC2)cc1	-6	1%	x	x	x	-1%	x	x	-5%
COc1ccc(S(=O)(=O)N(CC(=O)NC(C)c2ccccc2)c2ccc(C)cc2)cc1OC (centres undefined)	-22	4%	2	-10	-1	-18%	-3	-2.2%	-9%
CC1CCCC(C)N1C(=O)COC(=O)c1cc(-c2cccs2)nn1-c1ccccc1 (centres undefined)	-9	2%	-5	-13	2	-14%	-2	2.4%	-2%
N#C/C(=C\c1c(N2CCN(c3ccccc3)CC2)nc2ccccn2c1=O)S(=O)(=O)c1ccccc1	-14	0%	1	-20	8	0%	-4	-0.4%	-4%
Cc1cc(C(=O)Nc2c(C)nn(Cc3ccc(Cl)cc3)c2C)no1	-2	2%	-7	3	1	-2%	12	1.2%	-4%
O=C(N1CCCC1)C12CC3CCC(CC(C3)C1)C2	-7	3%	-6	19	2	0%	-2	1.0%	-7%
COc1cccc(/C=N/Nc2snc(SC)c2C#N)c1O	-12	1%	-1	-41*	37*	-2%	-3	2.9%	-1%
CC(NC(=O)c1ccc(-c2ccccc2)cc1)C(c1ccccc1)N1CCOCC1 (centres undefined)	1	0%	-10	2	5	2%	-8	0.4%	-6%
CC1CCCC(C)N1CCNC(=O)Nc1ccc(Cl)cc1 (centres undefined)	-14	-14%	-7	10	4	1%	-16	0.2%	1%
CN(C)/C=C/C(=O)c1ccccc1OCc1cnc(Cl)s1	4	-5%	8	-4	1	1%	3	0.2%	-4%
COc1cc(NC(=O)CNC(=O)Cn2ccc3ccccc3c2=O)cc(OC)c1OC	-7	-3%&2%	-9&0	10&-1	2&2	-7%&4%	-6&14	0.4%&0.3%	-2%&-3%
CCc1ccc(NC(=O)CSc2nc3[nH]ncc3c(=O)[nH]2)cc1	-14	4%	-3	-1	0	-4%	-5	0.2%	0%
CC(=O)Nc1nc(C)c(CCCOc2ccc([N+](=O)[O-])cc2)c(=O)[nH]1	3	-19%	-2	-7	1	-1%	11	3.0%	0%
CCN1C(=O)C(Cc2nc3ccccc3c(=O)n2C)c2cc(C)ccc21 (centres undefined)	-7	10%	-6	2	-1	-7%	-6	1.1%	-1%
CCOC(=O)CCCCCC(=O)Nc1ccc2c(c1)C(=O)N([C@H](C)CO)C[C@H](C)[C@@H](CN(C)S(C)(=O)=O)OCCCC[C@@H](C)O2	3	-5%	x	x	x	-1%	x	x	-3%
CCOc1ccccc1NC(=S)Nc1ccc2cn[nH]c2c1	-2	-16%	-4	-3	2	1%	-14	0.0%	-1%
C=CCSC1=C(C#N)C(c2ccc(C(C)C)cc2)CC(=O)N1 (centres undefined)	x	2%	x	12	3	3%	5	2.2%	-2%
CC(C)(Oc1ccc(Br)cc1Cl)C(=O)Nc1ccon1	-13	10%	-1	-13	0	0%	6	5.3%	-2%
Cc1cccc2sc(NC(=O)CSCc3ccccc3)nc12	-7	1%	2	-7	1	-2%	-23	0.1%	6%
COc1ccccc1CCNC(=O)C(C)n1nc(C)c2c(C)n(-c3ccccc3)nc2c1=O (centres undefined)	-13	1%	-1	2	0	1%	-4	0.8%	-6%
CCc1nn(CC(=O)N2CCC(C(N)=O)CC2)c(=O)c2cc3occc3n12	1	5%	1	22	3	2%	12	2.0%	6%
O=C(CCCCCn1c(=O)[nH]c2ccccc2c1=O)N1CCN(Cc2ccc3c(c2)OCO3)CC1	3	-1%	-5	-14	4	3%	-17	-1.3%	-7%
Cc1nc2ccc(NC(=O)Cc3c(F)cccc3Cl)cc2s1	12	3%	-2	3	4	1%	-12	1.6%	11%
CCn1c(CNc2ccc(OC)cc2)nnc1SCC(=O)N1CCCc2ccccc21	-7	-6%	-4	-23	0	1%	-1	-1.3%	-3%
COc1ccc(NC(=S)NCCCn2ccnc2)cc1	3	0%	x	x	x	0%	x	x	1%
COc1ccc([N+](=O)[O-])cc1NC(=O)COC(=O)c1ccc(O)cc1	-11	-3%	-3	1	0	-1%	-3	3.4%	-4%
CCOc1ccc(N2CC(NC(=O)Cc3cccs3)CC2=O)cc1 (centres undefined)	-13	3%	0	x	-4	3%	1	-0.6%	-1%
Cc1ccc(NC(=O)C(C)OC(=O)Cc2c[nH]c3ccccc23)cc1 (centres undefined)	2	6%	-2	-56*	-1	-1%	x	0.4%	1%
CS(=O)(=O)N(CCc1ccccc1)CC(N)=O	0	3%	-5	-8	2	0%	-23	-0.3%	-4%
Cc1cc(C)c(NC(=O)Cn2nc(-c3ccncc3)ccc2=O)c(C)c1	-9	4%	-4	0	1	-3%	-4	4.5%	-1%
COc1ccc(NC(=O)CSCC(=O)Nc2cc(Cl)ccc2N2CCOCC2)cc1	-12	5%	1	-12	2	-5%	-3	-0.4%	-4%
O=C(NCC1CCCCC1)C1(CC2CC(c3ccc(Cl)cc3)=NO2)CCNCC1 (centres undefined)	x	-10%	-5	3	2	-1%	7	0.4%	-9%
NC(=O)Cn1c(=O)n(CC(=O)N2CCCCC2)c(=O)c2sccc21	-11	2%	-3	19	1	-6%	-2	-0.1%	-7%
O=C(O)COc1ccccc1/C=C1\C(=O)Nc2ccc(Br)cc21	-19	-1%	7	1	0	2%	2	-1.1%	-5%
COc1ccc(OC)c(CNC(=O)c2ccccc2NC(=O)c2nsc3ccccc23)c1	-18	1%	-4	-3	0	-1%	-12	u	-2%
CC(c1ccc(O)cc1)(c1ccc(O)cc1)c1ccc(CCBr)cc1	-8	-1%	-6	0	3	u	0	-0.8%	-5%
CC(=O)c1cccc(NC(=S)NC2CCCCC2)c1	1	0%	0	-7	9	0%	1	2.1%	-1%
CC(OC(=O)c1ccc(Cl)c(S(=O)(=O)N2CCc3ccccc32)c1)C(=O)Nc1ncc(Cl)cc1Cl (centres undefined)	-16	-2%	0	9	2	1%	0	0.7%	-2%
CC(C)(C)OC(=O)CNC(=O)c1[nH]cnc1C(=O)N[C@@H](Cc1ccccc1)C(=O)OC(C)(C)C	x	0%	-2	14	2	-1%	-1	0.1%	-2%
O=[N+]([O-])c1cccc(/C=N/NC2=NS(=O)(=O)c3ccccc32)c1	-5	2%	-2	-5	1	-2%	-10	-3.7%	-5%

Entries of single compounds as entered above. Screens in order: RXFP1 antag | Vif-A3F inh | D1 potentiator | D1 antag | D1 ag | Vif-APOBEC3G blk | D2 PAM | RXFP1 agonist | GRP78 ERSR act
Results for O=C(O)COc1ccccc1/C=C1\C(=O)Nc2ccc(Br)cc21 → -19 | -1% | 7 | 1 | 0 | 2% | 2 | -1.1% | -5%
Results for COc1ccccc1CCNC(=O)C(C)n1nc(C)c2c(C)n(-c3ccccc3)nc2c1=O (centres undefined) → -13 | 1% | -1 | 2 | 0 | 1% | -4 | 0.8% | -6%
